Menin-MLL TR inh: inhibitors of human menin-MLL interaction, mutant MLL peptide; actives 0.23% (n = 270,000); Potency, µM (doses to about 61.6 µM), for inactives: top-dose FP activity change, negative = inhibition, hits mostly inhibitors; Menin + Texas Red MLL mutant peptide, fluorescence polarization; active = well fitted inhibition curve with a large enough effect in the polarisation, with a control signal flat, not every such curve was filed as active; inconclusive = small, poorly fitted or top-dose-only effect, or effect the other way, or a change in a side signal; inactive = no such curve, though single readings can be large or run the other way; the % refers to the polarisation; note: potency is the fitted concentration of half-maximal effect; % of control where 0% means no effect; many of its hits are not listed in these tables
KCNH2 3.1 block: KCNH2 3.1 (human) potassium channel inhibition | activity change, % (tested at about 1.8 µM) | actives 0.95% (n = 340,000) | AID 720553 | U2OS KCNH2 3.1, thallium flux FluxOr; hits give low values;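 active = maximum activity change below -70%; inconclusive = maximum activity change from -70% to -50%; inactive = maximum activity change above -50%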;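 note: thallium influx rate constant from kinetic fluorescence after stimulation buffer; % is set by controls: 0 for no effect and ±100 for the full control effect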
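Kinetic fluorescence (2 min after stimulation buffer) measures Tl+ influx through KCNH2 3.1 expressed by viral transduction in U2OS cells; the rate constant is normalized against DMSO controls serving as positive and negative references.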
B2AR arrestin: agonists driving beta-arrestin recruitment to human beta2-adrenergic receptor | AID 492947 | Potency, µM (top dose mostly 46.1 µM), for inactives: at the top dose activation, actives largely listed as activators | beta-arrestin recruitment to beta2AR, cell-based reporter | actives 0.02% (n = 330,000) | P07550;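 note: potency is the fitted concentration of half-maximal effect; 0% = DMSO controls and full agonism = EC100 isoproterenol or metaproterenol; nearly all actives have a fitted effect of over 65% in size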
Target sequence (P07550 whole entry, looked up): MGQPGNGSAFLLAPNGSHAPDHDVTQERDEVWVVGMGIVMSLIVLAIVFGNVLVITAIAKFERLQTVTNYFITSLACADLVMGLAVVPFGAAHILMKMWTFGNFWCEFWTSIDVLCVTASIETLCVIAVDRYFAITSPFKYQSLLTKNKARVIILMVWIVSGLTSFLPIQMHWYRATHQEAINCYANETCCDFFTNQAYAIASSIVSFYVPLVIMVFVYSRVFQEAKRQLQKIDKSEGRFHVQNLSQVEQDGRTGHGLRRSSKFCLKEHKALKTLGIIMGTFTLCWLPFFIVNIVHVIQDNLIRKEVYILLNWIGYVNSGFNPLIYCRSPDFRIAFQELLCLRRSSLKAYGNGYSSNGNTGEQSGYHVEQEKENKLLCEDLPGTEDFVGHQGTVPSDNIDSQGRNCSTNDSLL
PKM2 activator: activators of human pyruvate kinase M2. P14618. purified PKM2, Kinase-Glo ATP luminescence, activation; response scale: 0% is enzyme alone, no compound. Potency, µM (series often up to 57.5 µM), inactives show at the top dose activation, most hits filed as activators. actives 0.34% (n = 260,000); note: potency is the fitted concentration of half-maximal effect; % is set by controls: 0 for no effect and ±100 for the full control effect; nearly all actives have a fitted effect of over 55% in size
Target sequence (P14618 whole entry, looked up): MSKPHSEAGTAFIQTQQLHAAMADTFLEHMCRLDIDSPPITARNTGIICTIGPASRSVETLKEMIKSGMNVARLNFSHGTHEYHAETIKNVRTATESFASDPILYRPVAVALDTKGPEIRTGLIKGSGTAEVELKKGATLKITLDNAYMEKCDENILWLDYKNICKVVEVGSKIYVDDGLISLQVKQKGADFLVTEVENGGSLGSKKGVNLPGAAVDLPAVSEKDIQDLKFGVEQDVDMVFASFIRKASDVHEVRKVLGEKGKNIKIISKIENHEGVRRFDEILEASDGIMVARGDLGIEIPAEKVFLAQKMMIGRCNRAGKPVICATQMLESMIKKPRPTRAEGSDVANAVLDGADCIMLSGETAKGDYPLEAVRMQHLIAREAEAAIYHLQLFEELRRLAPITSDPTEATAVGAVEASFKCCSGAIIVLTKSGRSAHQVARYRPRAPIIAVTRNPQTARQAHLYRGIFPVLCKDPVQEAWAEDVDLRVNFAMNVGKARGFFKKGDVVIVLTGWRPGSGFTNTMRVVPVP
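hPK-M2, >95% pure; 0.1 mM ADP / 0.5 mM PEP final; imidazole pH7.2 buffer w/ 7 mM MgCl2, 50 mM KCl; 1 h RT; Kinase-Glo lum. Intermediate enzyme activity for dual inhibitor/activator qHTS.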
hERG WT inh: blocks the wildtype human KCNH2 potassium channel; Q12809; U2OS, BacMam KCNH2, thallium flux FluxOr; hits give low values; activity change, % at 1.84 µM; actives 0.37% (n = 340,000); AID 720551;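 active = maximum activity change below -70%; inconclusive = maximum activity change between -70% and -50%; inactive = maximum activity change above -50%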; note: % is set by controls: 0 for no effect and ±100 for the full control effect
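U2OS cells were transduced with wild-type KCNH2 virus (2.03 x 10^8 / mL) for 4 h at room temperature, then cultured overnight at 37 C. Thallium flux was read with FluxOr dye. Rate constants were normalized to DMSO controls.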
MLL CXXC-DNA inh: MLL CXXC-DNA interaction inhibition. Q03164. AID 2662. Potency, µM (top dose mostly 115 µM), without a hit: at the top dose activity change, negative = inhibition, usual class: inhibitors. MLL-CXXC / FITC-HOXA9 DNA fluorescence polarization. actives 0.037% (n = 290,000); active = well fitted inhibition curve with a large enough effect in the polarisation, with a control signal flat, not every such curve was filed as active; inconclusive = small, poorly fitted or top-dose-only effect, or effect the other way, or a change in a side signal; inactive = no such curve, though single readings can be large or run the other way; the % refers to the polarisation; note: potency is the fitted concentration of half-maximal effect
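Fluorescence polarization: 7 uM MLL-CXXC (stock) preincubated 5 min with compounds, then 50 nM fluorescein-HOX-A9 DNA (stock) added; 30 min ambient. Buffer 50 mM Tris-HCl pH 7.5, 50 mM NaCl, 1 mM DTT, 0.05% BSA.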
TRPV1 agonist: activates the human vanilloid receptor TRPV1; TRPV1-expressing cells, Fluo-8 calcium influx, agonist mode; activation, % at 8.33 µM; actives 0.19% (n = 320,000); AID 540275; in the data active = activation above about 80%; inconclusive = between about 30% and that limit; note: 0% is about no effect
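Cells expressing TRPV1 were dye-loaded with Fluo-8 and read kinetically: 10 s baseline, 3 min after compound (agonist portion), then 2 min after EC20 capsaicin (allosteric enhancer portion). Calcium-bound dye fluorescence at 480/520 nm.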
GALK inh: galactokinase (human) inhibition | AID 1868 | Purified GALK, Kinase-Glo residual ATP luminescence | Potency, µM (titrated, usually from 57.5 µM), inactives show top-dose activity change, negative = inhibition, usual class: inhibitors | actives 0.007% (n = 270,000) | P51570; note: potency is the fitted concentration of half-maximal effect; % is set by controls: 0 for no effect and ±100 for the full control effect
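Compounds were pin-transferred into ATP buffer (35 uM final), then GALK plus galactose (5 nM, 100 uM final) was added. After 1 h at room temperature, Kinase-Glo Plus was added and luminescence read after 10 min.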
USP2a inh: USP2a (human) protease inhibition | AID 463254 | O75604 | USP2 core, Ub-CHOP2 coupled fluorogenic reporter, 485/531 | actives 0.01% (n = 330,000) | Potency, µM (series often up to 38.3 µM), for the others: at the top dose activity change, negative = inhibition, usual class: inhibitors;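 note: potency is the fitted concentration of half-maximal effect; plate controls were DMSO wells for no effect and full inhibition by NEM control for full effect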
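Cell-free coupled assay: 10nM USP2 core preincubated 30min RT with compound in Tris-HCl pH 8.0/CaCl2/CHAPS buffer, then 25nM Ub-CHOP2 and 25nM reporter substrate; fluorescence (Ex 485/Em 531) read after 60min RT, normalized to NEM inhibition, concentration-response curves fitted.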
Coupling enz: coupling enzyme interference in Giardia aldolase counter-screen; activity change, negative = inhibition, % at 58.2 µM, hits read low; actives 0.67% (n = 290,000); coupling enzyme system counterscreen, AmpLite Red fluorescence; in the data active = activity change below about -30%; note: % is set by controls: 0 for no effect and ±100 for the full control effect
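Final compound at 57.5 uM, incubated 10 min at RT with coupling enzyme reagent (glyceraldehyde-3-phosphate), then 20 min with substrate and AmpLite Red detection. Fluorescence read at 525/598 nm; tests interference with the coupling assay, not aldolase inhibition.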
Giardia killer: kills Giardia lamblia; activity change, % at 7.66 µM, hits read low; actives 0.15% (n = 340,000); Giardia lamblia trophozoite viability; in the data active = activity change below about -80%; inconclusive = between about -30% and that limit;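 note: parasites exposed to compound for two days anaerobically before the ATP read; % is set by controls: 0 for no effect and ±100 for the full control effect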
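Luminescence from cellular ATP indicates surviving trophozoites (100 cells/well) following 48 hrs anaerobic compound treatment at 37 deg C; signal develops 15-30 min at room temperature.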
* marks the source's active call; other numbers are inactive results; ? = inconclusive; nt = not tested or not shown; [ ] = remark or other dose. Unless noted, calls come from the whole dose curve; as a rule, active = well fitted curve in the direction sought with a large enough effect; inconclusive = small, poorly fitted or top-dose-only effect, or another doubt; inactive = no such curve, though single readings can be large; an effect the other way counts as inactive or inconclusive. Not all compounds are listed (hit frequency here may not be typical).

SMILES	Menin-MLL TR inh	KCNH2 3.1 block	B2AR arrestin	PKM2 activator	hERG WT inh	MLL CXXC-DNA inh	TRPV1 agonist	GALK inh	USP2a inh	Coupling enz	Giardia killer
COc1ccc(C(=O)N/C(=C/c2ccc(Cl)cc2)C(=O)Nc2ccc(C(=O)O)cc2)cc1	nt	-2	-0.2%	4%	-1	6%	0	-8%	5%	nt	11
O=C(Cc1ccccc1)Nc1cc([N+](=O)[O-])ccc1N1CCOCC1	4%	-9	-0.5%	7%	0	?	4	-2%	1%	1	7
CC(=O)N1CCN(C(=O)c2cc(-c3cccc4ccccc34)nc3ccccc23)CC1	nt	6	-0.7%	-3%	-12	2%	26	-5%	0%	nt	5
CCn1c(NC(=O)c2nn(C)cc2Br)nc2ccccc21	8%	1	8.0%	2%	-7	3%	1	nt	-1%	-3	3
CCn1nnnc1-c1ccc(OC)c(S(=O)(=O)Nc2ccc(C)c(C)c2)c1	5%	27	0.1%	16µM*	-15	6%	-6	1%	-5%	0	-4
COc1cccc(C2=NN(C(=O)c3ccc(C)o3)C(O)(C(F)(F)F)C2)c1 (stereo unspecified)	?	10	2.9%	2%	0	14%	30	-3%	1%	-6	-19
CCn1c(SCC(=O)NC2CCCc3ccccc32)nnc1-c1cccs1 (stereo unspecified)	-14%	-15	-0.9%	-2%	7	-1%	-2	0%	2%	2	-16
Cc1nnc(SCc2cc(=O)[nH]c(=S)[nH]2)s1	-25%	1	0.1%	-29%	-5	9%	-1	0%	-1%	-5	4
COc1ccc(-c2cc(C(=O)OCC(=O)NC(C)(C)C)c3ccccc3n2)cc1	33%[activator]	nt	0.0%	-4%	nt	-17%	?	11%	-6%	-17	nt
CCOc1ccc(NC(=O)c2c(NC(=O)CN3CCCC3)sc3c2CCC3)cc1	nt	?	-1.3%	-2%	1	7%	7	6%	1%	nt	15
Cc1ccc2c(c1)C(O)(CC(=O)c1cccnc1)C(=O)N2 (stereo unspecified)	15%	2	0.4%	2%	-2	4%	-1	0%	1%	2	13
O=C(CC1(O)C(=O)Nc2cc(Cl)cc(Cl)c21)c1ccccc1O (stereo unspecified)	18%	0	0.3%	9%	0	3%	1	0%	0%	-12	-15
CCOCCn1c(N2CCN(c3ccc(OC)cc3)CC2)nc2c1c(=O)n(C)c(=O)n2C	0%	-3	-0.1%	0%	-6	-2%	-1	7%	-1%	1	16
CN(C(=O)c1ccc(NC(=O)C2CC=CCC2C(=O)O)cc1)c1ccccc1 (stereo unspecified)	12%	12	0.2%	-10%	9	-7%	-3	-3%	1%	14	2
O=C(COC(=O)c1nc(Cl)ccc1Cl)NNC(=O)c1cccs1	nt	-1	-0.1%	nt	-2	nt	9	nt	2%	nt	-5
CCOC(=O)/C=C1\SCC(=O)N1CC(=O)NC(c1ccccc1)c1ccccc1	8%	-21	-0.8%	-2%	14	14%	-6	1%	2%	2	14
Cc1c(Cl)cccc1NC(=O)Nc1cc(C(C)(C)C)on1	27%	12	-0.1%	nt	-3	48%[activator]	4	-2%	-10%	-1	4
CCS(=O)(=O)c1nc(S(=O)(=O)c2ccc(Cl)cc2)c(N2CCC3(CC2)OCCO3)s1	nt	11	-0.1%	nt	4	32%[activator]	3	0%	3%	nt	8
CCn1c(C)c(C)c2cc(C(=O)NCCCN3CCN(C)CC3)ccc21	-16%	-5	-1.1%	-6%	1	5%	-2	0%	3%	-2	39[activator]
COc1ccc(S(=O)(=O)Nc2ccccn2)cc1	3%	4	-0.4%	1%	4	-1%	3	4%	-1%	0	-18
COc1ccc(C(=O)NC(C)c2nnc(SCC(=O)NC3=NCCS3)n2C)cc1 (stereo unspecified)	2%	1	-0.7%	nt	1	0%	-1	-2%	2%	1	8
O=C(NCCC1CCCCN1S(=O)(=O)c1cccs1)C(=O)Nc1ccc(F)cc1 (stereo unspecified)	nt	-21	-0.8%	nt	30	nt	27	nt	1%	nt	8
CN(C(=O)COC(=O)c1ccccc1C(=O)N(C)c1ccccc1)c1ccccc1	nt	21	0.0%	-2%	-10	-7%	-3	-5%	1%	nt	-15
COc1ccc(NC(=O)CN(C)CC(=O)c2c(C)[nH]c3ccccc23)cc1	nt	-7	-1.0%	nt	-2	nt	3	nt	-2%	nt	-14
COc1ccc(NC(=O)CNS(=O)(=O)c2cccs2)c(OC)c1	12%	3	-0.4%	-10%	10	-22%	1	-2%	-1%	-1	-8
CC(C)(C)C(=O)Nc1ccc(C(=O)COC(=O)C2CC2)cc1	nt	-15	0.1%	nt	-5	nt	21	nt	-2%	nt	-7
O=[N+]([O-])C(/C=C(\Cl)[N+](=O)[O-])=C(N1CCCCC1)N1CCCCC1	-11%	-21	0.0%	-10%	-2	-8%	17	-2%	3%	-2	-82*
COC(=O)c1cn(CC(=O)NC2CCCCC2)c2ccccc12	-1%	12	0.6%	-9%	10	-1%	3	0%	-2%	4	-7
CN(C)S(=O)(=O)c1cccc(NC(=O)CSc2nncn2-c2ccccc2)c1	9%	-3	0.3%	-32%	-7	-3%	-6	-2%	5%	0	-6
Cc1ccc(SCC(=O)NCc2ccc(F)cc2)cc1	10%	0	0.1%	1%	-7	1%	?	0%	0%	2	-12
CCc1cc2c(=O)n(Cc3ccccc3)c(SC3CCOC3=O)nc2s1 (stereo unspecified)	1%	-40	-0.4%	11%	3	6%	13	-3%	-8%	0	8
CCCc1nc(SC)[nH]c(=O)c1C	nt	9	0.4%	0%	0	-9%	-1	1%	0%	0	25
CC1CCCC(C)N1C(=O)COC(=O)CCC1CCCC1 (stereo unspecified)	nt	8	-0.6%	nt	0	4%	0	0%	2%	1	0
CCN(CC)S(=O)(=O)c1cccc(NC(=O)COC(=O)/C=C/c2cccs2)c1	nt	-5	0.2%	-2%	-1	-14%	2	-4%	-3%	1	4
COc1cc([C@@H]2CC=C(C(=O)O)[C@H](c3ccc(C)cc3)N2S(=O)(=O)c2ccc(C)cc2)cc(OC)c1OC	nt	11	-1.3%	nt	-8	nt	nt	nt	2%	nt	?
Cc1occc1-c1nnc(SCC(=O)Nc2nccs2)n1CCc1ccccc1	-21%	3	0.0%	-7%	3	-3%	6	0%	0%	3	9
COc1ccc(/C=C(/NC(=O)c2ccccc2OC)C(=O)Nc2ccc(C(=O)O)cc2)cc1	nt	6	0.2%	2%	-4	5%	15	6%	-7%	nt	29
COc1ccc(C(=O)C(C)OC(=O)CNC(=O)C2CCCCC2)cc1 (stereo unspecified)	nt	-13	0.4%	nt	-4	nt	nt	nt	5%	nt	?
CON(C)c1nc(Oc2ccc(=O)[nH]n2)nc(N(C)C)n1	13%	2	-0.1%	-22%	-18	-3%	8	1%	4%	3	-11
CCCCNC(=O)c1c(N)n(/N=C/c2ccccn2)c2nc3ccccc3nc12	5%	nt	0.2%	0%	nt	12%	1	0%	1%	2	nt
COc1cccc(CN(C)C(=O)c2cc(-c3ccc(F)cc3)nc3ccccc23)c1	nt	-16	0.5%	9%	-25	-1%	-2	-3%	3%	nt	-1
CCOC(=O)COc1ccc(Oc2nc(C)cc(OC)n2)nn1	nt	-6	0.4%	0%	11	-16%	nt	-2%	4%	1	9
CCNC(=O)CN(c1ccc(OC)c(OC)c1)S(=O)(=O)c1ccccc1	-3%	-20	-0.1%	-1%	-7	-3%	-1	-3%	-1%	4	-2
Cc1ccccc1NC(=O)CN1C(=O)N/C(=C\c2ccc(N3CCOCC3)c(F)c2)C1=O	-1%	-6	0.4%	-1%	-7	4%	0	4%	-3%	5	1
Cc1ccc(NC(=O)c2sc3nc(N4CCOCC4)c4c(c3c2N)CC(C)(C)OC4)cc1	?	-3	0.0%	nt	-48	9%	-9	-6%	1%	0	21
COc1ccc(NC(=O)Cc2nnc(SCC(=O)NC3=NCCS3)n2C)cc1	3%	-2	0.2%	-1%	-7	2%	2	-1%	2%	0	-3
CN(CC(=O)NCCc1ccc(F)cc1)CC(=O)Nc1ccc(F)c(F)c1F	nt	-4	0.0%	nt	11	nt	12	nt	2%	nt	-5
CCN(CC)S(=O)(=O)c1ccc(NS(=O)(=O)c2ccc3oc(=O)[nH]c3c2)cc1	20%	14	-0.5%	nt	2	22%	-3	5%	0%	11	-3
Cc1ccc(C)c(S(=O)(=O)N2CCN(C(=O)c3ccc(C)s3)CC2)c1	nt	7	-0.7%	9%	1	-3%	27	5%	-2%	nt	5

From PubChem BioAssay
